S100A4 inh HTS: inhibitors of S100A4-myosin IIA peptide binding, primary screen, biochemical, fluorescence polarization, TAMRA-MyoIIA peptide | Protein S100-A4 (Homo sapiens), P26447 | inhibition, % at 10.7 µM | 0.14% of 360,000 active | AID 652163, 2013;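 active = mean inhibition of at least 70% across replicates, with every replicate also reaching that level; inconclusive = mean inhibition reaches 70% but some replicates fall short; inactive = mean inhibition below 70%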
Target sequence (P26447 whole entry, looked up): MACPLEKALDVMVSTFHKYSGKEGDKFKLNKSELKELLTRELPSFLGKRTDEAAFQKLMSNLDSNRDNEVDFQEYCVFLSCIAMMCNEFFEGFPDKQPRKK
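incubation = readout 5 min after mixing, signal stable up to 60 min | system = S100A4 monomer protein | buffer or medium = HEPES pH 7.2 with CaCl2, KCl, NaCl, DTT, Triton | benchmarks = neutral control DMSO, positive control TFP | also added = fluorescent myosin IIA peptide, 5 nM | compound dosing = one concentration per compound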
PglD DTNB: C. jejuni PglD acetyltransferase inhibitors, primary screen, biochemical, DTNB colorimetric, single point | UDP-N-acetylbacillosamine N-acetyltransferase PglD (Campylobacter jejuni) | purified PglD enzyme, DTNB colorimetric CoA detection | inhibition, % at 12.5 µM | 0.098% of 360,000 active; in the data active = inhibition above about 16%, passing the limit was not always enough; inconclusive = no clear call, values can overlap the other calls; also: strong numbers were not always called active
ERAP1 HTS inh: human ERAP1 aminopeptidase inhibitors, primary screen, biochemical, single point, plate reader; Endoplasmic reticulum aminopeptidase 1 (Homo sapiens), Q9NZ08; recombinant ERAP1, Leu-AMC fluorescence, 60 min; inhibition, % at 10.7 µM; 0.15% of 340,000 active;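 active = mean replicate inhibition of at least 30%, or all replicates individually reaching that 30% level; inactive = mean below 30% and not every replicate reaching it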;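 also: 0% = neutral control wells and 100% = L-leucinethiol positive control wells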
Target sequence (Q9NZ08 whole entry, looked up): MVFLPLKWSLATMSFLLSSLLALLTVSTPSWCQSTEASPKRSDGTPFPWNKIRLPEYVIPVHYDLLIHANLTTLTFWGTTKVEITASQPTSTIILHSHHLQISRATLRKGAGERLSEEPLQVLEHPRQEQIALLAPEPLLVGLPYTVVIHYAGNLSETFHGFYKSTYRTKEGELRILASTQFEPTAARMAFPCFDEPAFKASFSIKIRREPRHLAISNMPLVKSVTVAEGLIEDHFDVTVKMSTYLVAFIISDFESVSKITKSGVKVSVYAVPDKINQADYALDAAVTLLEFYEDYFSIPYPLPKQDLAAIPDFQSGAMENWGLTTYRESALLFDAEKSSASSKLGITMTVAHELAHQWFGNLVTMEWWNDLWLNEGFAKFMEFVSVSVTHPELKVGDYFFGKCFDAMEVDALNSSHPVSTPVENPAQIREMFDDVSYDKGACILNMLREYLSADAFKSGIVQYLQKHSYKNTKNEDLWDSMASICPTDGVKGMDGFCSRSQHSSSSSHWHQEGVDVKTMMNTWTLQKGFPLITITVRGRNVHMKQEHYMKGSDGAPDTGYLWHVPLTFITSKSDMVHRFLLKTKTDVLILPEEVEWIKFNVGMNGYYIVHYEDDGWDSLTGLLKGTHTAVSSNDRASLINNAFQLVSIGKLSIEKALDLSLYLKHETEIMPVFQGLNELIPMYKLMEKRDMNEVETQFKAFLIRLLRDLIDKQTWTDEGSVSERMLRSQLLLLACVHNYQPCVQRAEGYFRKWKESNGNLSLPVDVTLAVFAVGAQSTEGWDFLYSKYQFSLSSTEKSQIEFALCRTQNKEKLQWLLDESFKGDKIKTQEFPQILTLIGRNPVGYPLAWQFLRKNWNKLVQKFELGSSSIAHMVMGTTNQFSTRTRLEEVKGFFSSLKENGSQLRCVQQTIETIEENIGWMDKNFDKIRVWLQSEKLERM
PGC1a acetyl inh: inhibitors of PGC1a acetylation signal, primary screen, cell-based, U2OS, AlphaScreen, inhibitor mode; AlphaScreen anti-acetyl-lysine; with virally co-expressed GCN5 acetyltransferase; inhibition, % at 15.6 µM; 0.17% of 350,000 active;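 active = every replicate shows inhibition of at least 40%; inconclusive = mean inhibition at least 40% but some replicate below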;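 also: 0% = neutral control wells and 100% = positive control wells; some results beyond the cut were filed as inactive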
LGR2 inh: inhibitors of bursicon-induced LGR2 CRE-luciferase signal, primary screen, cell-based, HEK293, CRE-luciferase reporter, bursicon stimulation | bursicon-stimulated, 4 h | 0.35% of 380,000 active | inhibition, % at 9.99 µM | Drosophila bursicon receptor LGR2 (rickets);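 active = drop in luminescence signal, shown as inhibition above about 50% in the replicate tests, limit read from the data, passing the limit was not always enough; inconclusive = probably only some replicates passing the limit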;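 also: agonist challenge used bursicon conditioned medium at about half maximal strength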
FN deposit inh: inhibitors of fibronectin matrix deposition, primary screen, AH1F cells, Alexa488-fibronectin fluorescence, plate reader; AH1F fibroblasts, overnight; inhibition, % at 12.6 µM; 0.086% of 350,000 active; AID 743247, 2014;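 active = mean inhibition across replicates of 30% or more, regardless of how many single replicates reach that level; inconclusive = mean under 30% yet at least half of replicates reach 30%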;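 also: positive control wells lacked labelled fibronectin entirely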
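Material: AH1F fibroblasts assembling fluorescent fibronectin matrix; amount: 10000 AH1F cells/well; medium: DMEM, 2% serum; reagent: Alexa488-fibronectin, 24 nM final in well; dosing: single compound dose, delivered by pin transfer; incubation: 1 h adhesion, overnight exposure; detection: fluorescence after three HBSS washes, excitation 485 nm, emission 525 nm; measure: fibronectin deposition inhibition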
EWS-Fli block: EWS/Fli-driven NR0B1 reporter inhibitors, primary screen, A673 cells, NR0B1 luciferase, luminescence, MLPCN library; 0.67% of 350,000 active; inhibition, % at 12.6 µM; viability-normalised;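 active = mean inhibition of at least 50% after viability correction, with every replicate also passing that limit; inconclusive = mean reaches 50% but only one of two replicates passes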;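 also: firefly luciferase signal divided by Alamar Blue viability fluorescence both relative to DMSO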
PAX8 inh HTS: inhibitors of PAX8-driven TPO luciferase reporter, primary screen, RMG-I cells, single concentration; inhibition, % at 12.6 µM; 1.2% of 360,000 active; SteadyGlo, 24 h; AID 652154, 2013;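 active = mean replicate inhibition at least 60% with every replicate also reaching 60%; inconclusive = only one of the two criteria is met; inactive = mean below 60% and not all replicates reaching 60%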;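 also: luciferase light reporting Pax8 driven TPO promoter activity; plate controls were median of neutral control wells for no effect and mitoxantrone controls for full effect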
The depositor's hits bear a star; ? = inconclusive; . = no result given; & = joins results of further samples. Random draw from the library. About 2.1% of those tested had a hit in this group.

SMILES | S100A4 inh HTS | PglD DTNB | ERAP1 HTS inh | PGC1a acetyl inh | LGR2 inh | FN deposit inh | EWS-Fli block | PAX8 inh HTS
C[C@@H]1CN([C@H](C)CO)C(=O)Cc2cc(NS(=O)(=O)c3cccs3)ccc2O[C@H]1CN(C)Cc1ccc(C(F)(F)F)cc1 | -13 | 2 | -1 | -2 | 3 | . | 5 | 14
CCCCc1ccc(S(=O)(=O)N2CCC3(CC2)OCCO3)cc1 | -1 | 4 | 0 | . | 0 | -5 | 12 | 2
COC(=O)C[C@H]1C[C@H]2c3cc(NS(C)(=O)=O)ccc3O[C@H]2[C@H](CO)O1 | -12 | 0 | 1 | 0 | 6 | . | 7 | 13
c1ccc(-c2cnnn2-c2ccccc2)cc1 | 0 | -2 | -3 | 2 | -3 | 4 | -3 | 15
CC1(NC(=O)Cc2ccc(S(=O)(=O)N3CCOCC3)s2)CCS(=O)(=O)C1 (stereo not given) | -3 | 2 | -2 | -7 | 3 | 0 | -2 | .
COc1ccccc1NC(=S)NCC1CCCO1 (stereo not given) | -1 | . | -2 | -8 | 0 | -5 | 12 | 18
CS(=O)(=O)Nc1ccc(F)cc1 | -1 | . | 0 | . | 10 | 0 | -13 | -6
CNCC(O)c1ccc(O)c(O)c1 (stereo not given) | 6 | -1 | 0 | 16 | -21 | 2 | -10 | 9
OC[C@@H]1CC[C@@H]2O[C@H](CCc3ccc(C#CCc4ccccc4)cc3)[C@@H](n3cc(-c4ccccc4)nn3)C[C@@H]2O1 | -41 | . | . | 7 | . | . | 20 | 72*
Cc1cc(NC(=O)COC(=O)c2ccco2)no1 | -3 | . | -3 | . | -7 | 4 | 5 | -3
COc1ccc2nc(NC(=O)CSc3n[nH]c(N)n3)sc2c1 | -3 | . | 0 | . | -31 | -2 | -46 | -60
CO[C@H](CN(C)C(=O)Nc1ccc(F)cc1)[C@H](C)CN(Cc1ccccc1Cl)[C@@H](C)CO | -7 | 3 | 2 | 0 | 6 | 2 | 5 | .
CCn1c2ccccc2c2cc(CN3CCN(S(=O)(=O)CC)CC3)ccc21 | 5 | . | 1 | . | 20 | -5 | 7 | 17
CCCNC(=O)C1CCN(S(=O)(=O)c2cccc3nonc23)CC1 | -23 | . | 0 | -4 | . | 3 | -4 | 9
Cc1ccc(CNC(=O)CCn2cc(-c3ccc(C)cc3)nc2CCN)cc1 | -7 | -2 | -2 | -1 | 2 | -25 | 1 | -9
Cn1c(=O)c2c(SCC(=O)Nc3cccc(F)c3)nc(-c3ccco3)nc2n(C)c1=O | 4 | -10 | -2 | 9 | 5 | -1 | . | -6
COc1ccc(C(=O)N2CCC(C(=O)c3c(C)cc(C)cc3C)CC2)cc1 | 0 | . | 0 | . | -10 | -6 | 13 | 15
COc1ccc2[nH]c(C)c(CCN(Cc3cccs3)C(=S)Nc3ccccc3OC)c2c1 | 0 | -1 | 2 | 5 | 27 | -11 | -24 | 23
CCCCCCN1C[C@H](O)[C@@H](n2cc(COC(=O)c3ccccc3)nn2)C[C@@H]1c1ccc(C)cc1 | -6 | 1 | . | -13 | 13 | 7 | -4 | -11
CCC(=O)NC(Nc1cccc(C)n1)(C(F)(F)F)C(F)(F)F | . | -1 | . | 8 | . | 1 | . | 11
CNC[C@@H]1Oc2cc(C#Cc3cccnc3)ccc2S(=O)(=O)N([C@@H](C)CO)C[C@H]1C | -2 | -1 | 1 | -13 | -1 | 8 | 1 | .
CCCC(=O)NCc1ccncc1 | -4 | . | 5 | . | 6 | -4 | 17 | 13
CCN1C(=O)[C@H]2[C@@H](c3ccc(OC)cc3)N3C(=O)CN(Cc4ccccc4)C(=O)[C@@]3(C)[C@H]2C1=O | 8 | 4 | 0 | . | 17 | 7 | -11 | -20
CO[C@@H]1CN(C)C(=O)c2ccc(NC(=O)C3CC3)cc2OC[C@H](C)N(C(=O)c2ccccc2F)C[C@@H]1C | . | . | . | -5 | 0 | -4 | -7 | -1
COc1ccc(NC(=O)Nc2ccc3c(c2)CC(=O)N([C@H](C)CO)C[C@H](C)[C@H](CN(C)C(=O)NC2CCCCC2)O3)cc1 | 7 | 4 | 2 | 0 | 8 | . | 6 | 13
Cc1ccc(-c2nc3c4ccccc4ccn3c2CN2CCCCC2)cc1 | -2 | -2 | -1 | -5 | -41 | 5 | -3 | 12
C[C@H]1CN([C@@H](C)CO)S(=O)(=O)c2ccc(-c3ccc(C(=O)N(C)C)cc3)cc2O[C@H]1CN(C)Cc1ccccc1C(=O)O | -4 | -1 | -4 | 6 | 5 | 0 | 9 | .
Cc1ccc(NN2C(=O)C=C(c3ccccc3)C2=O)cc1 | 15 | 7 | -1 | 2 | -23 | 13 | 63* | 24
C[C@@H]1CN([C@@H](C)CO)C(=O)c2cc(-c3ccncc3)cnc2O[C@H]1CN(C)C(=O)NC1CCCC1 | 7 | 7 | -1 | 12 | 13 | 7 | -14 | .
COc1cccc(NC(=O)C[C@@H]2CC[C@H]3[C@@H](COc4ccc(NC(=O)C5CC5)cc4C(=O)N3C)O2)c1 | 0 | -1 | 0 | 9 | -12 | 5 | -10 | 8
C[C@H]1CN([C@@H](C)CO)C(=O)c2cccc(NC(=O)Nc3ccc(F)cc3)c2O[C@H]1CN(C)C(=O)Nc1ccccc1 | 4 | 13 | -2 | 8 | -5 | . | 1 | .
Cc1cc(NCc2ccccc2)n2ncc(-c3ccccc3)c2n1 | 4 | 0 | -6 | 5 | -111 | 7 | -66 | -149
COc1ccc2cc(C3=CC(=O)CCC3)ccc2c1 | -6 | 3 | 1 | -13 | -82 | 3 | -59 | -85
CCC(=O)c1cn(CC(=O)Nc2cccc(C)c2C)c2ccccc12 | 0 | 4 | -1 | -8 | 19 | 2 | 9 | 17
Cn1c(SCc2cccc(C(F)(F)F)c2)nnc1-c1ccco1 | . | -4 | . | -3 | . | -8 | . | 8
CS(=O)(=O)N1CCN(c2ncccn2)CC1 | . | -8 | . | -35 | . | 3 | . | -5
CC(C)N(C[C@H]1[C@@H](c2ccccc2)[C@@H](CO)N1CC1CC1)C(=O)C1CCC1 | -1 | . | 1 | . | -4 | -5 | . | .
CCCCn1c(S(=O)(=O)O)nc2ccccc21 | . | -7 | . | -2 | . | 7 | . | -2
C[C@@H]1CCCCO[C@@H](CN(C)S(=O)(=O)c2ccccc2)[C@@H](C)CN([C@H](C)CO)C(=O)c2cc(N(C)C)ccc2O1 | 4&6 | -3&-1 | 2&-3 | 2&-6&4 | -2&17 | -6 | 3&7 | -2&-22&1
N#CCCn1cc(C(=O)Nc2ccc(C(=O)O)cc2)c(-c2ccc([N+](=O)[O-])cc2)n1 | 4 | . | 1 | . | -9 | -9 | -6 | 2
O=C1NC(Nc2ccccn2)(C(F)(F)F)C(=O)N1c1ccc(F)cc1 (stereo not given) | 0 | 1 | 8 | -11 | 10 | . | 10 | .
Cc1c(Br)cc(C(=O)NC2CCCCC2)c(C)c1C | . | 0 | . | -4 | . | -3 | . | -22
O=C(COc1ccc2c(c1)OCO2)Nc1ccccc1C(F)(F)F | 4 | . | 2 | . | -45 | -3 | 7 | -119
CN(C)c1ccc(C2N(C(=O)N3CCOCC3)CCN2S(=O)(=O)c2ccccc2)cc1 (stereo not given) | . | -1 | . | 7 | . | -7 | . | 0
O=C(CN1CCOCC1)N1CCCCN2[C@H](CO)[C@H](c3ccc(-c4ccccc4)cc3)[C@@H]2C1 | 3 | 1 | 3 | 4 | 21 | . | -5 | 3
CC(C)NC(=O)N(C)C[C@@H]1OCCCC[C@@H](C)Oc2ccc(N(C)C)cc2C(=O)N([C@@H](C)CO)C[C@@H]1C | 4 | -1 | 1 | 5 | -9 | 0 | . | 3
O=C(COc1ccc([N+](=O)[O-])cc1)NCc1cccnc1 | 4 | . | 2 | . | -6 | . | 49 | -1
N#Cc1ccccc1OCC(=O)N1CCN(S(=O)(=O)c2ccc(Cl)cc2)CC1 | 2 | -9 | -4 | -1 | -8 | 1 | 2 | -8
CCCCCc1cc(=O)oc2c(C(CCN3CCCCC3)c3cc(OC)c(OC)c(OC)c3)c(OC)cc(OC)c12 (stereo not given) | 2 | 1 | . | -27 | . | -6 | ? | 79*
Cc1ccc(NC(=O)CNCC(c2ccccc2)N(C)C)cc1F (stereo not given) | 1 | -5 | 0 | -6 | -8 | 6 | 6 | 1
Remaining list, next part:
SMILES | S100A4 inh HTS | PglD DTNB | ERAP1 HTS inh | PGC1a acetyl inh | LGR2 inh | FN deposit inh | EWS-Fli block | PAX8 inh HTS
O=C(N[C@H]1CC[C@H](CCn2cc(-c3cccnc3)nn2)O[C@H]1CO)c1ccccc1F | -28 | -1 | 1 | -8 | -13 | . | 0 | -4
O=C(Nc1cccnc1)c1ccc(Cl)c(S(=O)(=O)N2CCCC2)c1 | 2 | -1 | -3 | . | -4 | 0 | . | -57
O=C(COc1ccc(Cl)cc1)NCCCNC(=O)c1ccncc1 | 3 | 2 | 0 | 8 | 1 | 5 | 0 | 5
Cc1ccc[n+](C2=C([O-])c3ccccc3C(=O)C2=O)c1 | -14 | . | 1 | . | -10 | 6 | -22 | 26
O=C(NCc1ccccn1)c1cccn1-c1ncc(C(F)(F)F)cc1Cl | 0 | -2 | -1 | -3 | 0 | -2 | 0 | -4
O=C(CCOc1ccccc1)Nc1ccc(S(=O)(=O)Nc2ncccn2)cc1 | -6 | -1 | 1 | 7 | 11 | 0 | 4 | 5
CC(=O)Nc1ccc(NC(=O)CCCNC(=O)c2ccc(Cl)cc2)cc1 | -4 | -5 | 3 | 1 | -3 | 8 | -10 | -5
COc1cccc(S(=O)(=O)N2CCCCN3[C@H](CO)[C@H](c4ccc(-c5ccccc5)cc4)[C@@H]3C2)c1 | -11 | -1 | 2 | -4 | 14 | . | 8 | 16
CCOc1cc(N2CCOCC2)c(OCC)cc1NC(=O)c1c(C)noc1C | 0 | . | 10 | . | 12 | -3 | -8 | 1
O=C(NCc1cn2ccsc2n1)c1c(F)cccc1Cl | -1 | -2 | -2 | . | . | 7 | -11 | -2
Oc1ccc(Br)c(CN2CCN(c3ncc(Cc4ccccc4)cn3)CC2)c1 | -7 | . | 1 | . | -6 | -6 | 4 | 7
COc1ccc(C(=O)NCC(=O)NCC(=O)OCc2ccc(Cl)cc2)cc1 | 5 | 5 | 1 | -4 | 13 | -9 | 8 | 5
COc1ccc(S(=O)(=O)N(C)C[C@@H]2Oc3ccc(NS(C)(=O)=O)cc3CC(=O)N([C@H](C)CO)C[C@H]2C)cc1 | 18 | -3 | 0 | 14 | 10 | . | -2 | -15

Bioassay records from PubChem.
